Screens deposited in PubChem BioAssay by several laboratories.
NR2E3 ag-1: NR2E3 (human) agonism | inhibition of corepressor binding, % at 4.78 µM | hit rate 0.12% among 320,000 | GST-NR2E3/biotin-RetCOR TR-FRET, 1536-well | AID 2300 | Q9Y5X4;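 active means percent inhibition above the cutoff of mean plus 3 SD of all tested compounds, set per screening campaign, cut at about 20% in these data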;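 further: 0% = DMSO wells and 100% = biotin wells as full block of FRET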
Target sequence (Q9Y5X4 whole entry, looked up): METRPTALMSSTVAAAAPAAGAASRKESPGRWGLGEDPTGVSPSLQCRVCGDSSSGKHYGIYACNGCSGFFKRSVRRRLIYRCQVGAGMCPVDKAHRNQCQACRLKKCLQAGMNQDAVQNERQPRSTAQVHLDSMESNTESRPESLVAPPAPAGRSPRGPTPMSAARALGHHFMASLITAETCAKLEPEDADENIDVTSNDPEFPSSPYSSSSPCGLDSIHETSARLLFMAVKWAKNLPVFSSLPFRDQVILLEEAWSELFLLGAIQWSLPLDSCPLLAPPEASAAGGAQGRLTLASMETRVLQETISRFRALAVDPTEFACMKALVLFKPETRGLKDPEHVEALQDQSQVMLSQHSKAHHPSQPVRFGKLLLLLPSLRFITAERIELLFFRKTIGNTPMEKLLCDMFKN
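System: GST-tagged NR2E3 plus biotinylated RetCOR corepressor; Buffer or medium: pH 7.5 Tris-based buffer; Probe or stimulus: RetCOR corepressor, biotinylated, 7 nM; Doses: compound at 4.8 µM, single dose; Schedule: 5 h incubation at 4 °C; Technique: time-resolved FRET; Evaluation: percent inhibition of TR-FRET ratio; Replication: one well per compound, singlicate testing.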
m5-HT2A agonist: agonists of mouse serotonin 5-HT2A receptor (HTR2A) | CHO-K1 mHTR2A beta-arrestin complementation, luminescence; percent of 30 µM serotonin response | hit rate 0.66% among 360,000 | activation, % at 7.6 µM | AID 624169;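 active means activation above a run cutoff, the mean activation of all tested compounds plus 3 SD, cut at about 14% in these data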;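 further: 0% = plate median of compound wells and 100% = 30 µM serotonin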
Target sequence (P35363 whole entry, looked up): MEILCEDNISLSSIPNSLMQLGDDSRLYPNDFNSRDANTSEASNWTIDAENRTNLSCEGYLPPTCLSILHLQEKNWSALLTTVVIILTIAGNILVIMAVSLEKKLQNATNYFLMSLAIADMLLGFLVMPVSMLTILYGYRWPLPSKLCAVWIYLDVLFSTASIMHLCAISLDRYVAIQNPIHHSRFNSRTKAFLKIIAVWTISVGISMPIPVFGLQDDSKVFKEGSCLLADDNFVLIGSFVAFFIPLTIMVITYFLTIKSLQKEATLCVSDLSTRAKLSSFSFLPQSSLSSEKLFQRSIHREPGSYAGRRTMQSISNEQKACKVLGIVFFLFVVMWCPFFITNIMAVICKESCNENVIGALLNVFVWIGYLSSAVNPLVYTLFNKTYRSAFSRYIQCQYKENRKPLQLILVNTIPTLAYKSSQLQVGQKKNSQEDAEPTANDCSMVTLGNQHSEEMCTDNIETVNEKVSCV
Shn3 3UTR inh: reduces Shn3 3'UTR luciferase signal in osteoblasts. hit rate 0.52% among 360,000. AID 588674. Clone20 osteoblast Shn3 3'UTR firefly luciferase, 24 h. inhibition, % at 12.5 µM;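 active means mean inhibition of at least 75% with every replicate also reaching 75%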;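 further: 0% = median of neutral control wells and 100% = pilot-screen positive control compound; some compounds past the cut are filed as inactive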
hiPSC survival: enhancers of human iPSC single-cell survival | hiPSC single-cell survival, ATPlite luminescence; 100% = ROCK inhibitor wells, 0% = DMSO | survival enhancement, % at 20 µM | hit rate 0.044% among 360,000; in the data active means survival enhancement above about 18%;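 further: cells exposed to compounds for 16 hours before the ATP read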
HIF-2a inh: HIF-2a inhibition; 786-0 RCC cells HIF-2a reporter, luciferase luminescence, overnight; inhibition, % at 18.8 µM; AID 624352; hit rate 0.72% among 360,000;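 active means inhibition of the luminescence signal of 40% or more relative to plate controls, in a single-dose primary screen at 18.75 µM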
Peg3 prom inh: inhibitors of Peg3 promoter | inhibition, % at 20 µM | hit rate 1.7% among 360,000 | HeLa PEG-Prom luciferase reporter, luminescence, overnight;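 active means inhibition of at least 50% at 20 µM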
NR2E3 ag-2: activates human NR2E3 receptor. hit rate 0.35% among 360,000. Q9Y5X4. AID 602229. inhibition of corepressor binding, % at 3.98 µM. CHO-S Gal4-NCOR/VP16-NR2E3 two-hybrid, luciferase;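 active means inhibition above the mean of all tested compounds plus 3 SD, cut at about 70% in these data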;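 further: 0% = DMSO with NR2E3 transfected cells and 100% = cells lacking NR2E3 construct; higher means lower luciferase signal from less NR2E3 corepressor binding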
CaV13 ICDI inh: Disruptors of the CACNA1D IQ motif to Ca2+-dependent inactivation inhibitor domain association, primary screening, Förster resonance energy transfer in intact living …; HEK cells, CFP/YFP FRET ICDI-IQ, plate reader, 10 min; percent FRET-ratio fall versus neutral wells; inhibition, % at 12.3 µM; hit rate 0.098% among 340,000;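 active means mean replicate inhibition of at least 30% and at least 1% of replicates passing that level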;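 further: 0% = median of the neutral control wells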
MITF TRPM1 inh: reduces MITF-dependent TRPM1 promoter luciferase signal; hit rate 0.83% among 330,000; AID 488899; inhibition, % at 12.5 µM; SK-MEL-5 TRPM1 promoter luciferase, 24 h;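 active means mean inhibition across replicates of 60% or more, whatever share of single replicates reaches that level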; further: values of inactives mirror those of a sister screen read the other way
H9c2 protect: modulators protecting cardiomyocytes from myocardial damage. protection from H2O2 cell death, % at 20 µM. AID 588492. H9c2 cardiomyocytes, H2O2 injury protection, ATPLite, 2 h. hit rate 0.63% among 360,000;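 active means compounds giving at least 50% protection of heart cells from peroxide-induced death in the single-dose screen, raw or plate-pattern-corrected value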;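 further: 0% = DMSO wells with peroxide and 100% = DMSO wells without peroxide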
PDI inh: PDI (human) enzyme inhibition; PDI insulin aggregation turbidity, A650, 90 min; inhibition, % at 10 µM; hit rate 0.052% among 350,000;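 active means mean inhibition across replicates of 30% or more, whatever share of single replicates reach that level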;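 further: absorbance from insulin aggregation driven by PDI reduction with DTT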
* hit, by the source's call; nt = no result given.

The line under a structure holds: MITF TRPM1 inh	CaV13 ICDI inh	NR2E3 ag-1	Shn3 3UTR inh	NR2E3 ag-2	hiPSC survival	m5-HT2A agonist	Peg3 prom inh	H9c2 protect	PDI inh	HIF-2a inh
> CCCOc1ccc(C(=O)C(CCC(CNCC)C(=O)c2ccc(OCCC)cc2)CNCC)cc1 (stereo not drawn)
→ 102.2*	-5.6	nt	-20.4	42.3	-3.6	-2.6	116.2*	-29.0	13.9	98.1*
> CC1=NOC(=O)/C1=C\c1ccccc1
→ 2.3	-4.8	-1.7	-10.6	-9.1	-0.7	0.8	2.0	6.3	0.0	16.5
> CCCOc1cc(C)c(S(=O)(=O)n2ccc(C)n2)cc1C
→ 2.1	-1.1	-1.3	19.3	-9.0	-0.2	1.5	3.6	-17.5	-1.9	8.8
> CN1CCN(c2ccc(CNC(=O)C3Cc4c(-c5ccccc5Oc5ccccc5)ccnc4O3)cc2)CC1 (stereo not drawn)
→ nt	-7.5	nt	3.9	4.9	0.1	-10.4	45.8	-20.9	11.6	-9.1
> CCOC(=O)C1C(c2ccc(C)o2)NC(=O)NC1(O)C(F)(F)F (stereo not drawn)
→ -3.7	-4.2	-0.2	-16.2	9.8	-1.5	3.9	-0.4	-4.9	0.6	23.5
> CCC(C(=O)NC1CCCCC1)n1c(SCc2ccc(F)cc2)nc2ccncc21 (stereo not drawn)
→ nt	-5.2	-0.3	-1.7	-11.5	-2.4	-5.2	-8.7	9.0	nt	-6.1
> COC(=O)c1ccc2nc(-c3ccco3)c(Cc3cccc(Cl)c3)n2c1
→ nt	-2.8	nt	nt	-1.7	0.2	0.8	nt	nt	nt	-13.0
> C=CCN1C(=O)C(C)S/C1=N\S(=O)(=O)c1ccc(Cl)cc1 (stereo not drawn)
→ -5.8	-13.7	3.9	-11.5	1.8	-2.1	6.3	46.1	-2.6	-7.5	11.9
> CC(C)N1CCN(c2ccc(OCC3COC(Cn4cncn4)(c4ccc(Cl)cc4Cl)O3)cc2)CC1 (stereo not drawn)
→ -3.9	-5.9	nt	95.2*	28.4	-0.5	0.3	46.5	-10.0	-2.6	6.3
> CCOc1ccccc1NC(=O)Cn1nnc(C(=O)NCCc2ccc(OCC)c(OCC)c2)c1N
→ 0.5	-7.3	-2.9	-6.9	-5.4	0.7	-1.9	26.3	-2.4	-0.1	6.6
> COc1cc(C(=O)N/N=C/c2cccc(Oc3ccccc3)c2)ccc1O
→ -4.4	-3.3	nt	5.3	-19.1	-0.5	7.3	-32.0	-0.5	-6.2	-4.1
> CS(=O)(=O)N1CCC(C(=O)Nc2ccc(Br)cc2F)CC1
→ -1.6	nt	1.6	3.0	-9.7	0.2	-7.6	-4.2	6.5	0.9	-1.6
> Cc1nc(C(C)NC(=O)CCc2nnc(Cc3c[nH]c4ccccc34)o2)cs1 (stereo not drawn)
→ 4.9	-6.4	-2.5	-11.7	4.2	0.8	12.1	1.0	2.5	3.8	6.8
> CC(C)(C)NC(=O)c1cccc2c1OC(C)(C)C2
→ 5.1	-4.7	-3.4	19.1	-31.9	-0.3	1.6	-3.1	-0.9	1.8	22.9
> O=C(Cc1n[nH]c(=O)c2ccccc12)OCC(=O)c1ccccc1
→ 21.9	-2.1	3.4	-7.3	-11.9	0.2	1.9	-2.2	61.2*	8.2	11.8
> C=CCNC(=O)c1ccc(C(=O)c2ccccc2)cc1
→ -40.5	-3.2	-1.5	-22.2	0.0	-3.3	-4.1	-56.5	-0.4	8.4	-60.6
> CC(NC(=O)c1ccccc1F)c1ccccc1 (stereo not drawn)
→ -3.7	-16.0	1.8	0.8	20.7	0.1	1.5	1.3	11.1	1.1	4.6
> CCCc1cc(N2CCOCC2)n2nc(C)c(-c3ccccc3)c2n1
→ 14.4	-3.8	-0.8	16.3	-34.1	0.9	-8.7	15.1	-0.9	1.5	26.2
> O=C(Cc1ccc(Cl)cc1)Nc1ccccc1C(=O)Nc1ccc(C(=O)O)cc1
→ 8.2	-2.0	-0.4	14.8	1.9	-1.5	0.0	15.6	5.4	-2.3	13.8
> O=C(CC1C(=O)NCCN1Cc1ccccc1)NCCN1CCCCC1=O (stereo not drawn)
→ -6.7	-2.5	0.0	-2.1	18.9	-0.4	9.0	-2.2	-3.4	3.9	8.6
> O=C(N/N=C/c1ccc(-n2ccnc2)cc1)c1cccs1
→ -56.8	nt	0.7	-73.9	-104.3	0.3	2.7	-153.9	17.7	3.9	-175.1
> COc1ccc(S(=O)(=O)NCC2CCCN(Cc3ccccc3Cl)C2)cc1 (stereo not drawn)
→ -6.0	-2.4	2.5	-3.0	2.0	-0.6	8.1	1.6	1.9	1.6	5.1
> COc1ccc(/C=C/C(=O)c2ccccc2)c(OC)c1
→ -44.8	-2.8	0.6	-43.4	-64.6	-3.1	0.0	-254.0	3.4	3.4	-226.0
> CC(C)CN(C(=O)CSc1nc2ccccc2[nH]1)c1c(N)n(Cc2ccccc2)c(=O)[nH]c1=O
→ nt	-11.3	nt	12.4	5.5	2.1	14.1	-5.8	0.7	-3.1	0.0
> Cc1cc(=O)n2nc(N3CCCC3C(=O)Nc3ccccc3C)sc2n1 (stereo not drawn)
→ 2.1	24.3	5.4	-4.6	-11.2	2.6	-0.2	3.6	0.1	nt	5.5
> O=C(NCCN1CCc2ccccc2C1)C1CC(=O)N(C2CCCC2)C1 (stereo not drawn)
→ 1.6	nt	-2.8	-21.5	-0.4	3.3	4.3	-2.8	4.9	-5.0	16.1
> Cc1ccc(S(=O)(=O)/N=S(/C)c2ccccc2)cc1 (stereo not drawn)
→ 0.3	-7.5	0.8	-7.5	-3.7	-1.7	5.9	11.7	-0.9	-9.6	14.7
> COc1ccc2c(C)c(CCC(=O)NCCCN3CCCC3=O)c(=O)oc2c1C
→ -1.0	nt	4.0	-7.7	-34.2	0.6	-2.0	3.2	-0.4	nt	-4.2
> O=C(Nc1nc(-c2ccc(Cl)cc2Cl)cs1)C1CCCO1 (stereo not drawn)
→ -9.8	-4.9	5.9	-16.3	-16.1	0.0	0.5	-69.6	-5.9	-4.5	-105.7
> Cc1nnc(NC(=O)C2CCCN(S(=O)(=O)Cc3ccccc3)C2)s1 (stereo not drawn)
→ 18.9	nt	1.2	0.8	1.0	1.4	-0.6	1.8	12.5	5.2	18.8

Next part
The line under a structure holds: MITF TRPM1 inh	CaV13 ICDI inh	NR2E3 ag-1	Shn3 3UTR inh	NR2E3 ag-2	hiPSC survival	m5-HT2A agonist	Peg3 prom inh	H9c2 protect	PDI inh	HIF-2a inh
> COc1ccc(C(=O)N/N=C(\C)CC(=O)NC2CCCCC2)c(OC)c1
→ -10.6	-6.1	-3.5	14.2	-19.8	0.3	0.0	21.0	0.6	-2.6	-10.4
> CN(CCCNC(=O)c1ccc(N2CCCC2=O)cc1)c1ccccc1
→ -3.4	nt	-1.5	-8.1	-4.8	-0.5	0.3	-1.0	-1.9	-0.8	-10.7
> CCOC(=O)C1CCN(C(=O)COc2cccc(C)c2)CC1
→ -2.1	-8.8	0.5	3.6	-6.6	-1.8	3.0	-3.0	10.8	-3.6	-5.4
> CCCCN1C(=O)C(CC(=O)NC2CCCC2)CC(C(=O)N2CCOCC2)=C1C (stereo not drawn)
→ nt	-3.8	nt	-10.0	-16.2	-1.4	4.9	-1.2	6.2	-8.0	-5.1
> CCC(CC)c1nnc(NC(=O)Cc2c[nH]c3ccccc23)s1
→ nt	-9.7	nt	-1.9	-18.2	-2.2	-0.7	-44.9	2.0	-2.5	0.8
> Nc1cc(N)nc(SCC(=O)c2ccc3c(c2)NC(=O)CO3)n1
→ 5.3	-2.3	3.5	-2.2	-7.7	0.8	-2.8	6.7	-2.4	-10.3	6.0
> COCCNC(=O)c1cc2c(=O)n3cccc(C)c3nc2n(Cc2ccncc2)c1=N
→ -5.0	42.7*	2.7	21.8	7.3	-2.1	3.1	11.4	8.8	-2.8	9.6
> O=C(Nc1cccc(C(=O)O)c1)Nc1cccc2ccccc12
→ 9.0	-3.7	-0.1	-2.8	-74.2	-0.2	1.9	-28.1	-4.4	-2.9	-38.1
> O=c1c2ccccc2ncn1Cc1cccc2ccccc12
→ -7.9	-13.8	0.8	5.4	-21.8	-0.2	3.3	-2.8	0.7	4.7	-31.2
> CC(=O)c1cccc(CN2CCN(C3CCCCC3)C(CCO)C2)c1 (stereo not drawn)
→ -9.0	-1.7	0.3	4.1	16.9	1.2	2.8	-7.2	-0.5	4.9	12.1
> CC(=O)c1cc(C#N)c(Oc2cc(C)cc(C)c2)nc1C
→ 8.1	-5.5	-3.2	-8.0	1.5	1.8	0.3	6.4	-1.2	-3.0	5.3
> CCOC(=O)N1CCC(NC(=O)c2cc(C(=O)Nc3ccc(F)cc3F)ccc2CO)CC1
→ nt	-7.0	-4.3	-6.4	1.2	1.8	-2.0	13.3	-3.9	nt	6.4
> Cc1ccc(S(=O)(=O)N2CCCCC2C(=O)N2CCN(c3ccccc3F)CC2)cc1 (stereo not drawn)
→ 3.8	-9.1	3.5	3.1	-19.2	0.0	-3.9	17.7	-1.5	-5.9	-9.3
> CSc1sc(C(=O)N(C)C)c2c1S(=O)(=O)N(C)c1ccccc1-2
→ 3.5	-4.7	-1.2	10.5	1.5	-0.6	-1.5	16.5	3.4	0.6	12.6
> O=C(Nc1ccc(S(=O)(=O)O)cc1)c1ccc2c(c1)S(=O)(=O)c1ccccc1C2=O
→ 6.2	-10.8	4.3	-11.9	-8.4	-0.4	2.7	9.2	2.9	-1.8	6.3
> COc1cccc(CCN2C(=O)CCC3=C2CCC3=O)c1
→ nt	nt	nt	-15.5	-36.8	-1.1	2.8	-7.0	8.6	nt	-6.0
> CCN1C(=O)c2ccc(-c3nc4ccccc4c(=O)o3)cc2C1=O
→ 1.3	-5.2	2.2	3.7	-10.0	-0.2	1.7	-6.4	-13.3	4.4	-11.8
> CN(C)C(=O)[C@H]1C[C@H]1[C@@H](O)[C@H](CO)NC(=O)[C@H](COCc1ccccc1)NC(=O)OC(C)(C)C
→ 3.0	5.2	0.5	0.8	28.6	2.2	-5.5	-15.4	15.2	0.6	3.0
> CCc1noc(C)c1C(=O)N1CCN(S(=O)(=O)c2c(C)cc(C)cc2C)CC1
→ -6.5	-5.2	2.1	4.8	-31.6	-0.4	3.9	8.3	2.6	5.6	7.2
> CC(=O)Nc1ccc(C(=O)OCc2ccccc2Cl)cc1
→ -38.5	-19.1	-4.1	-6.1	-46.5	-0.3	5.1	-133.9	-2.3	-11.0	-171.5
> COc1ccc(-c2cn3c(C)c(C(=O)Nc4cccc(NC(C)=O)c4)sc3n2)cc1
→ 19.0	-8.6	2.3	59.8	4.0	-4.3	5.9	-1.0	-3.2	0.8	-5.6
> c1ccc2c(NCCc3c[nH]c4ccccc34)c3ccccc3nc2c1
→ 87.9*	-3.3	-0.2	73.5	-78.0	-0.6	3.1	99.1*	-22.7	7.3	44.4*
